# Compound activity as filed in PubChem BioAssay.
# OX1R antag-1: OX1R (HCRTR1) antagonists, primary screen, fluorescence, CHO/OX1R cells, Fluo-8 calcium, orexin A; Orexin/Hypocretin receptor type 1 (Homo sapiens), O43613; Fluo-8 calcium fluorescence; inhibition, % at 5 µM; actives 0.43% (n = 330,000); AID 434989, 2010;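 active = inhibition above its plate's threshold, mean inhibition of all tested compounds on the plate plus 3 SD, cut at about 37% in these data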;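 also: 0% = orexin A challenge wells and 100% = SB-334867-A antagonist wells; not every result past the cut was called active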
# Target sequence (O43613 whole entry, looked up): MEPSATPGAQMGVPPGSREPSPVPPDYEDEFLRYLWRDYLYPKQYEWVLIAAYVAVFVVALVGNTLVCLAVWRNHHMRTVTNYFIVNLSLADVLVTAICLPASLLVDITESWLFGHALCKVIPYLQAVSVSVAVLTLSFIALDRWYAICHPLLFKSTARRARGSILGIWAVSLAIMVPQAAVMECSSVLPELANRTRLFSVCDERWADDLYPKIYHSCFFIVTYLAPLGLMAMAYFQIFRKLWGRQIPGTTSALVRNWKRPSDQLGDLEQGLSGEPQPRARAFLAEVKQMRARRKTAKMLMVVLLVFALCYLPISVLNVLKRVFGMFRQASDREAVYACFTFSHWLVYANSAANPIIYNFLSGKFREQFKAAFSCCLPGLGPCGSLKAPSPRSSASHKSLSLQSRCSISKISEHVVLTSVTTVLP
# OX1R antag-2: antagonists of human orexin 1 receptor (OX1R) | Orexin/Hypocretin receptor type 1 (Homo sapiens), O43613 | OX1R-expressing cells, FRET antagonist read-out | inhibition, % at 6.6 µM | actives 1.8% (n = 330,000) | AID 485270, 2010; in the data active = inhibition mostly above about 38%, no sharp cut-off; inactive = mostly below about 40%;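 also: 0% = agonist challenge alone and 100% = reference antagonist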
# Numbers without * were called inactive.
SMILES,OX1R antag-1,OX1R antag-2
Cc1ccc(CNC(=O)/C(C#N)=C/c2ccc(C)s2)cc1,-39,10
COc1ccc(OC)c(S(=O)(=O)NCCc2ccccc2)c1,25,4
COc1ccc(CNC(=O)[C@H](C)NC(=O)C2CCN(S(=O)(=O)c3ccccc3)CC2)cc1,-16,25
CCOc1ccccc1N(C(=O)Nc1ccc(Cl)cc1)C1=NC(C)CS1 (stereo unspecified),-2,2
Brc1ccccc1-c1nnc(COc2ncnc3ccccc23)o1,-27,5
COCCCn1c(SCc2nnc(-c3ccc(OC)c(OC)c3)o2)nnc1-c1ccncc1,-2,13
COc1ccc(C)cc1NC(=O)COC(=O)C1CC1,4,-2
CC1CCCCC12NC(=O)N(Cc1cc(=O)n3ccsc3n1)C2=O (stereo unspecified),-6,1
CCC(C)NC(=O)C(Sc1ccccc1)c1ccccc1 (stereo unspecified),-25,30
CC1(C)Cc2cccc(C(=O)NC3CCN(Cc4ccccc4)CC3)c2O1,-22,1
CCN(CC)CCNCc1cc(Br)ccc1OCC(=O)NCc1ccccc1,-31,11
CCc1ccc(NC(=O)Cn2nnc(-c3ccc(C)cc3-n3cnnn3)n2)cc1,-25,12
CC(=O)N1CCC(C(=O)Nc2cc(C)cc(C)c2)CC1,-11,4
Cc1ccc(-c2ccc(=O)n(CC(=O)NCCCN3CCCCC3)n2)cc1,-5,15
CC(=O)Nc1ccc(-c2nnn(CC(=O)Nc3ccc4c(c3)OCO4)n2)cc1Cl,-5,28
O=C(NCc1cccnc1)Nc1ccccc1,-6,6
CC(C)(C)OC(=O)NCc1ccc(CNC(=O)c2[nH]cnc2C(=O)N[C@@H](Cc2ccccc2)C(=O)OC(C)(C)C)cc1,-30,8
O=c1oc2ccccc2c(N2CCCCC2)c1CN1CCCC1,-13,9
O=C(NCC1CCCO1)/C(=C/c1ccc(Cl)cc1)NC(=O)c1ccccc1 (stereo unspecified),-6,10
CCCCCCCc1nn2c(=O)cc(O)nc2s1,-8,15
O=C(CSc1nc2ccccc2o1)Nc1nc2ccccc2s1,-16,18
CCCCN(CC)C(=O)Cc1ccccc1OC,-8,5
CC1(C(=O)NC2CCCC2)CCC(=O)N1Cc1ccc2c(c1)OCO2 (stereo unspecified),-9,5
CCCOc1ccc(N2C(=O)CC(N(CCc3ccc(OC)c(OC)c3)C(=S)Nc3ccccc3)C2=O)cc1 (stereo unspecified),-9,16
COc1ccc(-c2c(C#N)c(SCC(=O)Nc3ccccc3)nc3c2CCCC3)cc1,-3,2
Cc1nc(-c2ccc(F)cc2)c(CC(=O)Nc2ccc(C)c(S(=O)(=O)N3CCOCC3)c2)s1,-25,11
Cc1cccc(C)c1Nc1nnc(SCC(=O)NC2CCS(=O)(=O)C2)s1 (stereo unspecified),-1,5
Cc1c(NC(=O)Nc2ccccc2C(F)(F)F)c(=O)n(-c2ccccc2)n1C,-10,8
Cc1cc(NC(=O)CSc2nc(N)c(NC(=O)c3ccco3)c(=O)[nH]2)no1,1,17
CCOC(=O)C1=C(COc2ccccc2)NC(=O)NC1c1ccc2ccccc2c1 (stereo unspecified),-22,28
CC1(C)C=Cc2c(ccc3c2OC[C@H](c2ccc(O)cc2O)C3)O1,52*,0
Cc1cc(C)c(S(=O)(=O)N2CCOC2CNC(=O)C(=O)NCCCn2ccnc2)c(C)c1 (stereo unspecified),-13,17
CC1OC(OC2C(CO)OC(OC3C(CO)OC(O)C(O)C3O)C(O)C2O)C(O)C(O)C1N[C@@H]1C=C(CO)[C@@H](O)C(O)[C@H]1O (stereo partly specified),2,4
O=c1c2ccccc2nc2c3ccccc3c(NCCO)nn12,-19,50*
Cn1c(=O)n(C)c2cc(NC(=O)c3ccc(F)cc3)ccc21,-16,11
CCn1c(COc2ccc(C)cc2)nnc1SCc1nc2ccccc2[nH]1,-25,10
CCCN(CCC)C(=O)Cn1c(=O)n(CCCC(=O)NCc2ccco2)c(=O)c2sccc21,-5,9
Cc1sc(-n2c(C)cc(C=O)c2C)c(C(=O)O)c1C,-7,2
COc1ccc(C(=O)Nc2cc(C(=O)O)cc(C(=O)O)c2)cc1Cl,-4,21
CCn1c(=O)c(=O)[nH]c2cc(C(=O)N3CCN(Cc4ccc5c(c4)OCO5)CC3)ccc21,4,5

# 2 of the compounds above, with two lines to a compound.
# The line under a structure holds: OX1R antag-1	OX1R antag-2
CCC(C)NC(=O)C(Sc1ccccc1)c1ccccc1 (stereo unspecified)
 : -25	30
O=c1c2ccccc2nc2c3ccccc3c(NCCO)nn12
 : -19	50*

# The results go on.
SMILES,OX1R antag-1,OX1R antag-2
CC(=O)N1CCc2cc(S(=O)(=O)N3CCc4ccccc43)ccc21,4,33
COc1ccc(CN2CCN(c3cccc(C)c3C)CC2)cc1OC,-27,15
O=C(NC(NC(=S)Nc1ccccc1C(=O)O)C(Cl)(Cl)Cl)c1ccccc1 (stereo unspecified),6,6
COc1ccc(N(CC(=O)NC(C)(C)C)C(=O)CCC(=O)Nc2nccs2)cc1,-12,11
CSc1ccc(CN(C)CC(=O)NCc2ccccc2)cc1,-13,27
N#Cc1nc(COc2ccc(F)cc2)oc1N1CCC(Cc2ccccc2)CC1,-31,10
N#Cc1cccc(CN2CCC(=O)N([C@H](CO)c3ccccc3)CC2)c1,-4,18
COCc1cc(C)nc(OC)c1C(N)=O,-8,16
C=CCNc1nc(-c2ccc(Cl)cc2)cs1,-27,-2
CNc1nc(N)c(C(=O)C(C)(C)C)s1,-10,11
O=C(CCCOc1ccccc1)Nc1nc2ccccc2[nH]1,-16,24
COc1ccccc1NC(=O)CSC1=NCCN1,-4,1
O=C(NC(=S)Nc1ccccc1[N+](=O)[O-])c1ccccc1Cl,-14,7
CN1C(=O)c2oc3ccccc3c(=O)c2C1c1ccccn1 (stereo unspecified),-15,19
C/C(Cc1ccccc1)=N\NC(=O)CCCCCC(=O)N/N=C(\C)Cc1ccccc1,-41,4
CC1(C)C2CCC1(CS(=O)(=O)N1CCN(c3ccc(F)cc3)CC1)C(=O)C2 (stereo unspecified),-14,14
Nc1nc2ccc(C(=O)NC3CCCCC3)cc2s1,-4,15
Cc1cccnc1NC(=O)CSc1nnc(COc2ccc(C(C)C)cc2)n1C,-23,18
COC(=O)CN(c1cccc(C(C)=O)c1)S(C)(=O)=O,5,12
COc1cc(CN2CCN(c3cc(C)ccc3C)CC2)cc([N+](=O)[O-])c1O,-3,9

# Compound profiles, from the list above. Screens in order: OX1R antag-1 | OX1R antag-2
# CC(=O)Nc1ccc(-c2nnn(CC(=O)Nc3ccc4c(c3)OCO4)n2)cc1Cl as listed: -5 | 28
# CCCN(CCC)C(=O)Cn1c(=O)n(CCCC(=O)NCc2ccco2)c(=O)c2sccc21 as listed: -5 | 9
# C/C(Cc1ccccc1)=N\NC(=O)CCCCCC(=O)N/N=C(\C)Cc1ccccc1 as listed: -41 | 4
# CC(C)(C)OC(=O)NCc1ccc(CNC(=O)c2[nH]cnc2C(=O)N[C@@H](Cc2ccccc2)C(=O)OC(C)(C)C)cc1 as listed: -30 | 8

# Next entries
SMILES,OX1R antag-1,OX1R antag-2
CS(=O)(=O)c1ccc(NC(=O)CN2C(=O)C3CCCCC3C2=O)cc1 (stereo unspecified),2,-2
CCCS(=O)(=O)N1CCCC(C(=O)NCCCOC(C)C)C1 (stereo unspecified),-16,18
CCOc1ccc(C2=Nn3c(nnc3-c3ccc(OC)cc3)SC2)cc1,-16,17
O=C(N[C@@H](Cc1ccccc1)C(=O)O)c1cccnc1,-8,7
CCOc1ccc(N2CC(C(=O)Nc3ccncc3)CC2=O)cc1 (stereo unspecified),-13,7
O=C(NCc1ccccc1)c1cnc(-c2ccccn2)nc1C(F)(F)F,7,18
CCc1nc2scc(-c3ccccc3)c2c(=O)n1N,-18,17
CCS(=O)(=O)N1CCC(N2CCN(c3ccccc3)CC2)CC1,-3,0
O=C(Nc1ccncc1Cl)c1ccncc1,-2,9
COc1ccc(C(=O)N/N=C/c2c(C)nn(-c3ccccc3)c2OC)cc1,-8,10
CCC(C)OC1OC(CO)C(O)C(O)C1NC(C)=O (stereo unspecified),-14,9
O=C(CC(=O)N/N=C/c1c(Cl)cccc1Cl)NCc1cccnc1,-22,1
Cc1cccc(C)c1OC(=O)Cc1ccccc1[N+](=O)[O-],-32,4
Cc1cc2c(nn1)CCc1c-2no[n+]1[O-],-3,22
CC1CC1c1ccc(/C=C(\C#N)C(=O)Nc2cc(Cl)ccc2Cl)o1 (stereo unspecified),-29,-2
Cc1cc(C(=O)NNC(=O)CN2C(=O)NC3(CCCCC3)C2=O)c(C)o1,3,1
CSc1cccc(NC(=O)CNC(=O)c2ccc3c(c2)OCO3)c1,-14,18
CCn1nnnc1SCC(=O)Nc1ccc(OCc2ccccc2)cc1,-4,-3
COc1ccccc1CNC(=O)COC(=O)CSc1ccc(Cl)cc1,-16,12
Cc1ccc(-c2nn(-c3ccccc3)cc2CN(Cc2ccccc2)C(=O)c2ccco2)o1,-26,17
CN(C)c1nc(SCc2ccc(Cl)cc2)nc2c1CCCC2,-36,19
CCOc1ccc(S(=O)(=O)Nc2cnc3ccccc3c2)cc1,-4,28
COC(=O)[C@@]12CCCN1[C@H](c1ccc(-c3ccccc3)cc1)[C@@H]1C(=O)N(C)C(=O)[C@@H]12,-20,7
Cc1cn(-c2ccc(Br)cc2)[nH]c1=O,-12,7
Nc1ccc(S(=O)(=O)C(F)(F)F)cc1N,-3,21
O=C(NC(Cc1ccccc1)C(=O)NCCc1ccccn1)c1cccs1 (stereo unspecified),-12,6
C(=N\N1CCN(C2c3ccccc3-c3ccccc32)CC1)/c1cccnc1,-19,25
CN1CCc2nc(SCC(=O)Nc3ccc(OC(F)(F)F)cc3)c(C#N)c(-c3cccs3)c2C1,-12,30
COc1ccc(OC)c2sc(N(CCN(C)C)C(=O)/C=C/c3cccs3)nc12,16,10
Cc1cccc(NC(=O)CSCC(=O)Nc2ccc(S(=O)(=O)N3CCOCC3)cc2)c1,-16,4
COc1cc(C)nc(Oc2ccc(OCc3ccccc3)nn2)n1,-19,4
COc1ccc(NC(=O)COC(=O)C2=COCCO2)cc1OC,0,4
COc1cc(/C=C/C(=O)c2ccc(C)c([N+](=O)[O-])c2)cc(OC)c1O,-8,25
Cc1ccsc1/C=N/NC(=S)NCc1ccccc1,-24,27
COC1OC(COC(=O)CNC(=O)OC(C)(C)C)C(O)C(O)C1O (stereo unspecified),4,4
Cc1ccc(C(=O)CCNc2ccccc2)o1,-8,14
CCc1ccc(CN(C)CC(=O)Nc2ccc(S(=O)(=O)N3CCOCC3)cc2)cc1,-16,5
COc1ccc(NC(=O)CCNC(=O)c2ccco2)cc1Cl,-6,11
CN(C(=O)CC1C(=O)NCCN1Cc1ccc2ccccc2c1)C1CCOCC1 (stereo unspecified),-22,22
CN(CC1CCCO1)S(=O)(=O)c1ccc(C(=O)Nc2nc(-c3ccccn3)cs2)cc1 (stereo unspecified),-15,-2
CCOC(=O)C1CCN(C(=O)C2c3ccccc3C(=O)N(C)C2c2ccc(OC)cc2)CC1 (stereo unspecified),-32,24
CCCN1Cc2cccc(C(=O)N3CCN(c4cc(Cl)ccc4C)CC3)c2C1=O,-20,11
Cc1ccc2nc(/C(C#N)=C/c3cn[nH]c3-c3ccc(F)cc3)[nH]c2c1,-16,23
COc1ccc(CN2C(=O)CSC2c2ccncc2)cc1 (stereo unspecified),-10,9
c1ccc(CNc2ncnc3scc(-c4cccs4)c23)nc1,14,28
Cc1ccc(S(=O)(=O)CCC(=O)NCc2ccccc2F)cc1,-30,12
CCn1cc(C(=O)N[C@@H](C)C(=O)NCCCN2CCOCC2)c(=O)c2cc3c(cc21)OCO3,-1,15
O=C(N/N=C/c1cn(-c2ccccc2)nc1-c1cc2ccccc2o1)c1ccncc1,-13,10
Cc1ccc2c(c1)C(=O)CCN2,-8,32
CCC(=O)Nc1nc2c(s1)COc1ccccc1-2,-25,18
COc1ccccc1CNC(=O)COc1ccc(C)nc1[N+](=O)[O-],-14,10
Cc1ccc(NC(=O)C(NC2CCCC2)c2ccccc2)cc1Cl (stereo unspecified),-39,39
COc1ccccc1CNC(=O)CSc1ccccc1,-12,18
CCOc1ccc(-c2cc(C(=O)N/N=C/c3cccnc3)c3ccccc3n2)cc1,-36,15
Cc1cc2ncn(C(=O)c3cc(-c4ccccc4)nc4ccccc34)c2cc1C,-10,29
CC(C)CCNC(=O)Cn1c2c(c(-c3ccccc3Cl)cc1=O)CCC2,8,36
CCOC(=O)c1sc(NC(=O)C(CC)Sc2nc3ccccc3[nH]2)nc1C (stereo unspecified),-31,11
O=S(=O)(NCCCN1CCOCC1)c1ccc(Cl)cc1,-10,19
Fc1ccc(Nc2ncnc3ccccc23)cc1,-24,-6
COc1ccc(/C=N/OCC(=O)N=Nc2c(O)[nH]c3ccc(Br)cc23)cc1OC,-25,30
Cc1ccc(C(=O)N(C)CC(=O)Nc2cccc(F)c2)cc1S(=O)(=O)N1CCCCC1,-32,13
COCCN(C(=O)CSc1nc2ccc(C)cc2[nH]1)c1c(N)n(Cc2ccccc2)c(=O)[nH]c1=O,12,22
COc1ccc(-c2noc(COc3ccc4ccccc4c3Br)n2)cc1OC,4,4

# Shown as a hit in OX1R antag-1 (from the list above):
SMILES,OX1R antag-1,OX1R antag-2
CC1(C)C=Cc2c(ccc3c2OC[C@H](c2ccc(O)cc2O)C3)O1,52*,0

# 4 entries from above, arranged by length of the SMILES, rising.
SMILES,OX1R antag-1,OX1R antag-2
Cc1ccc(NC(=O)C(NC2CCCC2)c2ccccc2)cc1Cl (stereo unspecified),-39,39
COc1ccc(-c2noc(COc3ccc4ccccc4c3Br)n2)cc1OC,4,4
Cc1ccc2nc(/C(C#N)=C/c3cn[nH]c3-c3ccc(F)cc3)[nH]c2c1,-16,23
Cc1ccc(C(=O)N(C)CC(=O)Nc2cccc(F)c2)cc1S(=O)(=O)N1CCCCC1,-32,13
